Apaf1 inhib = inhibitors of human Apaf-1 apoptosome, primary screen, biochemical, DEVD-Rh110 fluorescence, uHTS; Apoptotic protease-activating factor 1 (Homo sapiens), O14727; reconstituted apoptosome caspase-3 activity; inhibition, % at 20 µM; 330,000 tested, 0.71% active; active = inhibition of at least 40% at 20 µM;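 also: plate controls were DMSO wells for no effect and DEVD-CHO caspase inhibitor wells for full effect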
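Assay system: Apoptosome proteins | Medium: pH 7.5 Hepes buffer with CHAPS, BSA, DTT | Also added: Cytochrome c and DEVD-Rh110 substrate | Times: 30 min plus 50 min, RT | Detection: Rhodamine 110 fluorescence at Ex 480/Em 540 nm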
hIAP activ = human IAP activators, primary screen, biochemical, luminescence, uHTS; Intestinal-type alkaline phosphatase (Homo sapiens), P09923; purified human IAP, CDP-Star luminescence, 30 min; stronger effect = higher value; 1 = vehicle-only enzyme, 0 = enzyme-free background; activation factor at 10 µM; 330,000 tested, 0.16% active; AID 2524, 2010;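 active = activation factor of the enzyme at least 2-fold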; also: the source names both 10 and 20 µM as test concentration; values of inactives mirror those of a sister screen read the other way
Target sequence (P09923 whole entry, looked up): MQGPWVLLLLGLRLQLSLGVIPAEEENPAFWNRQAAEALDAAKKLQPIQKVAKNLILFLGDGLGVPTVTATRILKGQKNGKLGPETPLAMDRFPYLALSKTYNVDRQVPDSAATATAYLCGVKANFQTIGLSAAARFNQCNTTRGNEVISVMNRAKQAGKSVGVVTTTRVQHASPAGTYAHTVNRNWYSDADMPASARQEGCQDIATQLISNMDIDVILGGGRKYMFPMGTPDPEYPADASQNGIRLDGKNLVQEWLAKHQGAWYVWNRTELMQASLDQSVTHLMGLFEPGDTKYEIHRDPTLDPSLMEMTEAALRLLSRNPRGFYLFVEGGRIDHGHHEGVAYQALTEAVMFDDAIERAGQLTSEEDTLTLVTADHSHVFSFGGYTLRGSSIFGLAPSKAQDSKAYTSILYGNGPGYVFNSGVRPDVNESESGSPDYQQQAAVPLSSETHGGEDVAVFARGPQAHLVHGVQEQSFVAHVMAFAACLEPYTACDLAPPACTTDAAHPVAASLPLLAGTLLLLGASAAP
mIAP activ = activators of mouse IAP, primary screen, biochemical, luminescence, uHTS; intestinal alkaline phosphatase [Mus musculus]; muIAP, CDP-Star luminescence, 30 min; stronger effect = higher value; 1 = vehicle-only enzyme signal, 0 = enzyme-free wells; activation factor at 10 µM; 330,000 tested, 0.24% active; AID 2805, 2010;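 active = activation factor of at least 2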; also: the source names both 10 and 20 µM as test concentration; values of inactives mirror those of a sister screen read the other way
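also added = chemiluminescent substrate CDP-Star | test system = mouse IAP enzyme | signal = chemiluminescence readout | compound = DMSO-dissolved test compounds | incubation = 30 min at room temperature | benchmarks = DMSO wells, no-enzyme wells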
tim10-1 inh = growth inhibitors of tim10-1 mutant yeast, primary screen, luminescence, uHTS | S. cerevisiae tim10-1 ts strain growth, BacTiter-Glo, 24 h | inhibition, % at 20 µM | 330,000 tested, 2.2% active;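 active = inhibition of at least 40%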;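 also: mutant grown at 25 °C; 0% = DMSO wells with yeast and 100% = wells holding no yeast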
mIAP block = inhibitors of mouse IAP, primary screen, biochemical, luminescence, uHTS; intestinal alkaline phosphatase [Mus musculus]; purified mouse IAP, CDP-Star luminescence, 30 min; inhibition, % at 10 µM; 330,000 tested, 0.2% active; AID 2806, 2010;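 active = inhibition of at least 40% at 10 µM in the primary screen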;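 also: plate controls were DMSO with enzyme for no effect and no enzyme wells for full effect; values of inactives mirror those of a sister screen read the other way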
NALP3 yeast inh = NALP3 inflammasome inhibitors in reconstituted yeast, primary screen, luminescence, uHTS; Yeast reconstituted NLRP3/ASC/caspase-1, beta-gal luminescence, 24 h; inhibition, % at 10 µM; 330,000 tested, 0.39% active;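 active = inhibition of 50% or more; inactive = inhibition below 50%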;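 also: plate controls were induced DMSO wells for no effect and uninduced yeast grown without galactose for full effect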
hIAP block = human IAP inhibitors, primary screen, biochemical, luminescence, uHTS. purified IAP, CDP-Star luminescence, 30 min. inhibition, % at 10 µM. 330,000 tested, 0.12% active. AID 2544, 2010;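 active = inhibition reaching a set limit with compound at 10 µM in the primary screen, cut at about 35% in these data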;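 also: plate controls were DMSO wells with enzyme for no effect and no-enzyme buffer wells for full effect; values of inactives mirror those of a sister screen read the other way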
ATG4B inhibitor = ATG4B protease inhibitors, primary screen, biochemical, fluorescence, uHTS | ATG4B cleavage of LC3-PLA2, NBD-HPC fluorescence, 1 h | Cysteine protease ATG4B (Homo sapiens), Q9Y4P1 | 340,000 tested, 0.51% active | inhibition, % at 8.33 µM; in the data active = inhibition above about 40%
Target sequence (Q9Y4P1 whole entry, looked up): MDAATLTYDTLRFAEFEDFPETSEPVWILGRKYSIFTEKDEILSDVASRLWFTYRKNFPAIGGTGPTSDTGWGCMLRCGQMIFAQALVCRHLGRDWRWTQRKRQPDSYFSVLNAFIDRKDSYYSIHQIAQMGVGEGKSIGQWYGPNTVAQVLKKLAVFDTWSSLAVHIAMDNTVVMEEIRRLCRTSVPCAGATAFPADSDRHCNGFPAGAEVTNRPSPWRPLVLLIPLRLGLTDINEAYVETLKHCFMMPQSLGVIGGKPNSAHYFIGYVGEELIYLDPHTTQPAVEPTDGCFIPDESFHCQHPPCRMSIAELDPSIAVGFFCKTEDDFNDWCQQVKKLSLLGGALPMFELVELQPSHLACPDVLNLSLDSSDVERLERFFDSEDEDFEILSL
TIM10 inh = growth inhibitors of isogenic TIM10 control yeast, primary screen, counter-screen for tim10-1 yeast inhibitor project, luminescence, uHTS. S. cerevisiae TIM10 strain growth, BacTiter-Glo luminescence, 24 h. inhibition, % at 10 µM. 330,000 tested, 1.4% active. AID 463195, 2010;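 active = inhibition of 40% or more at the single tested concentration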;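 also: wild-type TIM10 isogenic control strain grown at permissive 25 °C; 0% = DMSO yeast wells and 100% = minimal medium wells without yeast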
* hit, by the source's call.

Every second line gives: Apaf1 inhib	hIAP activ	mIAP activ	tim10-1 inh	mIAP block	NALP3 yeast inh	hIAP block	ATG4B inhibitor	TIM10 inh
COc1cc(/C=N/N2CCN(c3ccccc3OC)CC2)ccc1O
  -5	1.1	0.92	16	8	-52	-11	11	8
O=C(O)c1ccc(NCc2cccnc2)cc1
  -4	1.1	1.1	-11	-9	22	-6	0	-5
O=C(Nc1nccs1)c1ccc(S(=O)(=O)N2CCCCC2)cc1
  14	1.1	1	30	-3	15	-8	0	14
COCCNC(=O)CNC(=O)c1nn(-c2ccc(OC)c(Cl)c2)c(=O)c2ccccc12
  0	1	0.96	16	4	14	0	-21	-7
CCCc1nnc2n1N=C(c1ccc(OC)c(OC)c1)CS2
  -5	1.1	1	1	0	14	-14	3	2
COC(=O)c1ccc(NC(=O)CSc2nncn2C)cc1
  -3	0.89	1	-2	-1	18	11	-13	5
COc1ccc(S(=O)(=O)N2CCCCCC2)cc1C(=O)OCc1c(C)noc1C
  2	1	0.96	25	4	12	-4	-6	16
C[n+]1ccc(C(=O)N/N=C/c2ccco2)cc1
  3	0.89	0.86	11	14	11	11	3	5
CCc1ccc(C(=O)NNc2ccc(C)c(Cl)c2)cc1
  9	0.84	1.1	-11	-10	53*	16	3	-13
CCC(C)(C)C1CCC2(CC1)NC(=O)N(CC(=O)Nc1cc(C(F)(F)F)ccc1N1CCOCC1)C2=O (centres undefined)
  14	1.1	1	-3	0	3	-8	-3	-2
Cc1ccc(C(c2nnnn2Cc2cccs2)N2CCN(Cc3ccc4c(c3)OCO4)CC2)cc1 (centres undefined)
  17	0.82	0.99	30	1	8	18	-10	16
Cc1cccc(NC(=O)c2ccc(-c3ccccc3[N+](=O)[O-])o2)c1
  1	0.96	0.94	5	6	32	4	-18	16
Nn1c(SCc2cccc(Oc3ccccc3)c2)nnc1C(F)(F)F
  -5	0.98	0.9	24	10	26	2	32	-3
CCOC(=O)c1cn2nc(N3CCCC3)ccc2n1
  -12	0.96	1.1	-19	-12	16	4	-5	-1
Cc1cc(NC(=O)CSc2nc(C(C)C)nc3ccccc23)no1
  11	1.1	1.1	8	-12	25	-8	-9	-15
CCc1nc(Nc2ccc(NC(C)=O)cc2)c2oc3ccccc3c2n1
  1	0.91	1.1	-3	-6	16	9	6	2
O=C(c1ccc(-n2cnnn2)cc1)N(C1CCCCC1)C1CCCCC1
  9	1.1	0.96	18	4	8	-7	-3	22
O=C(c1ccccc1F)N1CCN(c2ccccc2)CC1
  -6	0.92	1	14	-2	-1	8	-5	1
CCOc1ccc(C(=O)NCC2CCCO2)cc1 (centres undefined)
  -9	1.1	1.1	6	-7	9	-6	-13	0
COc1cc([C@@H]2CC=C(C(=O)O)[C@H](c3ccc(F)cc3)N2S(=O)(=O)c2ccc(C)cc2)cc(OC)c1OC
  4	0.91	0.92	14	8	9	9	-3	9

Brought forward from above: three entries, then new ones.
Every second line gives: Apaf1 inhib	hIAP activ	mIAP activ	tim10-1 inh	mIAP block	NALP3 yeast inh	hIAP block	ATG4B inhibitor	TIM10 inh
O=C(c1ccccc1F)N1CCN(c2ccccc2)CC1
  -6	0.92	1	14	-2	-1	8	-5	1
CCOc1ccc(C(=O)NCC2CCCO2)cc1 (centres undefined)
  -9	1.1	1.1	6	-7	9	-6	-13	0
COc1cc([C@@H]2CC=C(C(=O)O)[C@H](c3ccc(F)cc3)N2S(=O)(=O)c2ccc(C)cc2)cc(OC)c1OC
  4	0.91	0.92	14	8	9	9	-3	9
CC(=O)c1ccc2c3c(ccc(O)c13)CC2
  -1	0.99	0.95	19	5	32	1	-4	-17
O=C(CSc1nccn1Cc1ccco1)Nc1ccc(F)cc1
  -6	1.3	1	16	0	22	-35	-5	12
CCCCSc1nc(C(=O)O)cc(=O)[nH]1
  -16	0.88	0.9	8	10	-1	12	-4	14
O=C1NCCN(Cc2ccc(Cl)c(F)c2)C1CC(=O)N1CCCCO1 (centres undefined)
  8	1.1	1	9	-2	19	-12	9	0
COCCN(Cc1nc2ccccc2c(=O)[nH]1)C(=O)c1cccc(S(=O)(=O)N2CCCC2)c1
  -3	1	1	4	-2	14	-3	3	8
Cc1ccc(C(=O)O)cc1NC(=O)c1ccc(Cn2nc(C)c(Cl)c2C)o1
  3	0.93	0.92	-5	8	14	7	3	19
COC(=O)C1CCN(CC(=O)NC(=O)NC2CCCCC2)CC1
  7	0.98	1.1	3	-6	19	2	-3	14
COC(=O)C(Cc1ccccc1)NC(=O)c1cc(S(=O)(=O)N(C)C)ccc1Cl (centres undefined)
  -1	0.9	0.9	12	10	1	10	4	-6
O=C(c1ccccc1)c1ccc(Oc2ncccn2)cc1
  6	0.91	1	12	-2	4	9	-11	-17
Cn1c(SCc2cc(=O)n3cc(Br)ccc3n2)nnc1C1COc2ccccc2O1 (centres undefined)
  -2	0.86	0.98	23	2	7	14	3	10
COc1ccc(-c2nc(C(N)=O)c3[nH]c(=O)n(-c4ccccc4OC)c3n2)c(OC)c1
  7	1.2	0.88	10	12	-4	-20	-7	5
COc1ccc(-c2c(C)[nH]n3c(=O)c(Cc4ccccc4)c(C)nc23)cc1
  15	0.98	0.89	14	11	8	2	-9	6
COc1cc(-c2noc(C)c2C#CC2(O)CCCCC2)cc(OC)c1OC
  13	1	1.1	27	-12	21	-4	-5	-1
Cc1nccc(-c2ccc(-n3c(C)ccc3C)cc2)n1
  -11	0.87	0.97	12	3	16	13	0	7
CCOC(=O)C1(Cc2ccc(OC)cc2)CCN(C(=O)CN2CCCCC2=O)CC1
  4	1.1	1.1	-4	-12	12	-9	12	-2
CC(C)NC(=O)CN1CCN(C(=O)c2ccc3oc(CCCc4ccccc4)nc3c2)CC1
  17	1.1	0.98	0	2	0	-8	6	7
Cn1cc(C(N)=O)c2ccccc21
  -8	0.94	0.89	-10	11	11	6	-6	-2
COc1ccc(C(C)=O)cc1COC(=O)CCCN1C(=O)c2ccccc2C1=O
  1	0.98	0.94	-19	6	11	2	4	14
O=C(NNC(=O)c1ccccc1-n1cccc1)c1ccc(Cl)cc1
  -4	0.99	1	11	-4	4	1	3	-3
Cc1cc(C)nc(NS(=O)(=O)c2ccc(NC(=O)C3COc4ccccc4O3)cc2)n1 (centres undefined)
  9	1.1	1	19	-2	-40	-6	-7	8

The list continues:
Every second line gives: Apaf1 inhib	hIAP activ	mIAP activ	tim10-1 inh	mIAP block	NALP3 yeast inh	hIAP block	ATG4B inhibitor	TIM10 inh
O=C(c1ccc2nc[nH]c2c1)N1CCc2ccccc2C1
  6	1.2	0.82	-3	18	2	-21	-12	-2
O=S1(=O)C=C(SCc2ccccc2)Nc2ccccc21
  11	0.89	1.1	16	-8	10	11	16	-2
Cc1c(C)n(CC(O)CN2CCOCC2)c2ccccc12 (centres undefined)
  -21	0.99	1	-2	-3	12	1	-9	-3
COc1ccc(NC(=O)CCc2nc(-c3ccccc3F)no2)cc1
  -9	1.1	1	18	-4	23	-11	2	7
O=C(CSc1nnc(COc2ccccc2)o1)c1ccccc1
  12	1.1	0.86	8	14	-19	-6	0	14
S=c1[nH]c2ccccc2n1CCOc1ccccc1
  11	1.1	1	1	-4	37	-14	0	5
CCc1c(O)nc(SCC(=O)Nc2ccc(OC)cc2)n(C2CCCCC2)c1=O
  1	0.97	0.91	22	9	12	2	4	-13
O=C(NCCc1ccccc1)C1COc2ccccc2O1 (centres undefined)
  3	1.1	0.97	9	3	22	-7	-3	9
Cc1ccccc1NC(=O)CN(C)S(=O)(=O)c1cccs1
  -4	1.1	1	0	-1	10	-9	-1	-17
CC(=O)C[C@@H](O)CC(=O)[C@@H]1OC(=O)CC/C=C\Cc2ccccc21
  8	1	1	3	-4	4	-4	17	10
CCCCOc1ccc(C(C)NC(=O)CCS(=O)(=O)Cc2ccc(C)cc2)cc1 (centres undefined)
  6	0.99	1	8	-2	13	1	22	17

Reprinted from the entries so far (six entries):
Every second line gives: Apaf1 inhib	hIAP activ	mIAP activ	tim10-1 inh	mIAP block	NALP3 yeast inh	hIAP block	ATG4B inhibitor	TIM10 inh
O=S1(=O)C=C(SCc2ccccc2)Nc2ccccc21
  11	0.89	1.1	16	-8	10	11	16	-2
Cc1c(C)n(CC(O)CN2CCOCC2)c2ccccc12 (centres undefined)
  -21	0.99	1	-2	-3	12	1	-9	-3
COc1ccc(NC(=O)CCc2nc(-c3ccccc3F)no2)cc1
  -9	1.1	1	18	-4	23	-11	2	7
O=C(CSc1nnc(COc2ccccc2)o1)c1ccccc1
  12	1.1	0.86	8	14	-19	-6	0	14
S=c1[nH]c2ccccc2n1CCOc1ccccc1
  11	1.1	1	1	-4	37	-14	0	5
CCc1c(O)nc(SCC(=O)Nc2ccc(OC)cc2)n(C2CCCCC2)c1=O
  1	0.97	0.91	22	9	12	2	4	-13

Screens (PubChem)
